Source: PubChem BioAssay (National Center for Advancing Translational Sciences (NCATS))
TGFb SMAD3 inh = blocks TGF-b signaling. AID 588855. 410,000 tested, 1.2% active. Potency, µM (top dose mostly 46.1 µM), for the others: at the highest dose activity, negative = inhibition, most hits filed as inhibitors. HepG2 CAGA-GFP TGF-b/SMAD3 reporter, GFP fluorescence, 18 h; TGF-beta stimulated, 500 pg/mL final; further: potency means the concentration at half of the fitted maximal effect; on the % scale 0 is the no-effect control and ±100 the full control effect; nearly all actives have a fitted effect of over 65% in size
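TGF-beta reporter screen: HEPG2 CAGA-GFP, 1% FBS, 500 pg/mL TGF-beta final, 18 h; per-cell GFP summed per well; curves fitted and categorized by class.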
MCF10A rereplic = inducers of DNA re-replication in MCF 10A breast cells; MCF 10A DNA re-replication, Hoechst nuclear intensity, 48 h; Potency, µM (top dose mostly 46.1 µM), for inactives: at the highest dose activity, positive = re-replication, most hits filed as activators; 350,000 tested, 2.9% active; AID 624296; further: potency means the concentration at half of the fitted maximal effect; % of control where 0% means no effect; nearly all actives have a fitted effect of over 50% in size
HepG2 viability = counter-screen for TGF-b inhibitors: cytotoxicity in HepG2 cells | HepG2 CAGA-GFP viability, ATP luminescence, 18 h | Potency, µM (titrated, usually from 46.1 µM), for inactives: top-dose activity change, negative = cytotoxicity, actives largely listed as cytotoxic | 410,000 tested, 0.76% active; further: potency means the concentration at half of the fitted maximal effect; some results filed as inactive show a strong effect at the top dose
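HepG2 CAGA-GFP cells (1000/well, DMEM with 1% FBS) received compound, then TGF-beta at 500 pg/mL final, and were incubated 18 hours at 37 degrees C. Viability was read by CellTiter-Glo luminescence. Media-only wells were set as complete cell-killing and DMSO as no toxicity.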
IL-1B inflam inh = inflammasome signaling inhibition, IL-1 beta readout. THP-1 LPS/ATP IL-1B secretion, AlphaLISA, 16 h; stronger effect = lower value. activity change, % at 57.5 µM. 360,000 tested, 4.7% active. AID 743279; in the data active means activity change below about -50%; inconclusive means mostly about -30% to -49%; further: on the % scale 0 is the no-effect control and ±100 the full control effect
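Secreted IL-1B measured by AlphaLISA bead assay after 16 h compound exposure of THP-1 cells; compounds (final up to 57.5 uM) added 1 h before LPS (250 ng/mL) and ATP (1.25 mM) stimulation; lower signal means less secretion.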
ATXN viability = cell viability loss in ATXN counter-screen. S2 cells (HEK-293 line with an ATXN2-luciferase reporter) viability, CellTiter-Fluor protease fluorescence, 24 h. Potency, µM (highest dose often 56.7 µM), hits mostly cytotoxic. 400,000 tested, 0.49% active. AID 651635; further: potency means the concentration at half of the fitted maximal effect; nearly all actives have a fitted effect of over 40% in size
A549 tox = kills or reduces viability of A549 cells in Nrf2 counter-screen. Potency, µM (top dose mostly 46 µM), for inactives: at the highest dose activity change, negative = cytotoxicity, hits mostly inhibitors. A549 ARE-Fluc cells, CellTiter-Fluor viability, 18-24 h. 390,000 tested, 0.16% active. AID 504648; further: potency means the concentration at half of the fitted maximal effect; on the % scale 0 is the no-effect control and ±100 the full control effect
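A549 ARE-Fluc cells in 5% FBS OPTI-MEM, 5000 cells/well, rested 2 h then exposed to compounds in concentration-response for 18-24 h at 37 °C. Viability by CellTiter-Fluor fluorescence (Ex 405/Em 525) after 30 min; luciferase luminescence (BugLite, 15 min, RT) read afterwards.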
ATXN2 expr inh = inhibitors of ATXN2 expression. Potency, µM (doses to about 57 µM), without a hit: top-dose activity change, negative = inhibition, most hits filed as inhibitors. HEK-293 ATXN2-luciferase reporter, luminescence, 24 h. AID 1745845. 360,000 tested, 0.72% active; further: potency means the concentration at half of the fitted maximal effect; on the % scale 0 is the no-effect control and ±100 the full control effect; nearly all actives have a fitted effect of over 55% in size
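qHTS (up to 57 uM final) was run with 24 h compound exposure of reporter cells at 37 °C. Each well was multiplexed: SteadyGlo luminescence measured ATXN2-luciferase expression after a fluorogenic Gly-Phe-AFC viability readout (25 uM final).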
Nrf2 inh = inhibitors of Nrf2 signaling; A549 ARE-Fluc reporter, luciferase luminescence, 18-24 h; Potency, µM (series often up to 46 µM), for inactives: top-dose activity change, negative = inhibition, actives largely listed as inhibitors; 360,000 tested, 2.1% active; further: potency means the concentration at half of the fitted maximal effect; on the % scale 0 is the no-effect control and ±100 the full control effect; nearly all actives have a fitted effect of over 60% in size
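Concentration-response testing used A549 ARE_Fluc cells at 5000 cells/well. Following an 18-24 h compound incubation, viability was read by fluorescence (Ex 405/Em 525) and luciferase output by luminescence.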
Nrf2 activator = Nrf2 pathway activation; Potency, µM (doses to about 46.1 µM), for inactives: top-dose activation, hits mostly activators; AID 624171; 410,000 tested, 0.31% active; AREc32 ARE-luciferase reporter (MCF7-derived line), luminescence, 24 h; further: potency means the concentration at half of the fitted maximal effect; % of control where 0% means no effect; nearly all actives have a fitted effect of over 65% in size
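Each well held 1000 AREc32 cells, which were incubated with compound for 24 hr at 37 deg C after overnight attachment, and ARE reporter activity was quantified by firefly luciferase luminescence.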
* = called active by the depositor; i = inactive; ? = inconclusive; nt = no result given; [ ] = another dose, or the depositor's remark. Unless noted, the call rests on the fitted dose curve; in most records, active means well fitted curve in the direction sought with a large enough effect; inconclusive means small, poorly fitted or top-dose-only effect, or another doubt; inactive means no such curve, though single readings can be large; an effect the other way counts as inactive or inconclusive. Hits appear at their usual frequency, and some 8.8% of all compounds hit somewhere here.

Each structure is followed by: TGFb SMAD3 inh	MCF10A rereplic	HepG2 viability	IL-1B inflam inh	ATXN viability	A549 tox	ATXN2 expr inh	Nrf2 inh	Nrf2 activator
COc1ccc(Cl)cc1NC(=O)COC(=O)C1CC(=O)N(Cc2ccccc2)C1 (stereo unspecified)
 : -3%	-7%	-18%	23	i	9%	nt	9%	11%
COc1cc(OC)cc(C(=O)Nc2ccc(S(=O)(=O)Nc3cc(C)on3)cc2)c1
 : 0%	1%	0%	45	i	0%	-3%	-17%	-1.0%
Cc1ccc2nc(-c3ccc(N)cc3)sc2c1
 : -23%	21%	-38%	-19	i	1%	?	?	-1.7%
Cc1cccc(C)c1OCC(O)CNS(=O)(=O)c1ccccc1C(=O)N1CCCCC1 (stereo unspecified)
 : -6%	10%	-13%	12	i	-14%	-7%	?	-0.4%
O/N=C1\CC(O)Cc2nonc21 (stereo unspecified)
 : 0%	0%	18%	0	i	1%	5%	-10%	0.4%
CN1CCN(S(=O)(=O)c2cccc(C(=O)NC3(C)CCS(=O)(=O)C3)c2)CC1 (stereo unspecified)
 : 2%	-6%	3%	5	i	-2%	-15%	-7%	-0.1%
CN(Cc1ccccc1)S(=O)(=O)c1ccc(C(=O)Nc2nnc(C3CC3)o2)cc1
 : -23%	2%	-8%	20	i	-4%	-30%	?	-1.9%
CSc1ccc(N/N=C(/C#N)S(=O)(=O)C(C)(C)C)cc1
 : -61%	-1%	-18%	22	?	-28%	-21%	?	1.6%
Cc1ccc(-c2nc3cccnc3s2)cc1NC(=O)c1ccco1
 : -4%	27%	-5%	2	i	-5%	68%[activator]	12%	?
Cc1cc(F)ccc1S(=O)(=O)Nc1ccc2oc3c(c2c1)CC(C)CC3 (stereo unspecified)
 : ?	nt	-98%	nt	32µM*	-10%	?	?	-3.5%
CC1CC(C)CN(C(=O)c2ccc3c(c2)OCCO3)C1 (stereo unspecified)
 : ?	-3%	-11%	18	i	-3%	-4%	-13%	-0.1%
O=C(c1ccccc1)N1CCN(C(=O)c2cc3ccccc3oc2=O)CC1
 : 12%	0%	-3%	12	i	1%	-2%	24%	0.2%
COc1ccc(/C=C2/NC(=O)N(CC(=O)Nc3cccc(C)c3)C2=O)cc1O
 : -9%	-4%	2%	-3	i	-4%	-3%[11.3 µM]	2%	4.4%
Cc1cc(NC(=O)C2C3C(=O)N(Cc4ccc(Cl)cc4)C(C(=O)NC(C)(C)C)C34C=CC2(C)O4)no1 (stereo unspecified)
 : -3%	2%	4%	15	i	-5%	-7%	7%	2.7%
CCOc1ccc(CCNC(=O)c2c(C)oc3ncn(C)c(=O)c23)cc1
 : 4%	nt	4%	nt	i	9%	1%	?	0.3%
CCCN1CCN(c2ncnc3c2nnn3Cc2ccccc2)CC1
 : 22%	?	-3%	23	?	-12%	-18%	4%	0.4%
CC(C)(C)c1csc(NC(=O)Cn2c(=O)oc3ccccc32)n1
 : -14%	7%	5%	15	i	1%	4%	-11%	2.4%
CCOc1ccc(Cn2nnc(-c3ccc(S(C)(=O)=O)cc3)n2)cc1OCC
 : 13%	3%	31%	-9	i	11%	nt	-12%	-0.8%
O=C1N/C(=C/c2cccn2-c2ccccc2)C(=O)N1Cc1ccccc1F
 : 9%	10%	6%	-7	i	0%	-15%	11%	5.8%
CCC1=Nc2cc(C(=O)NCCc3ccccc3)ccc2Sc2ccc(Cl)cc21
 : -18%	nt	-29%	nt	?	-5%	6%	?	0.8%

An excerpt from above in order of their number in IL-1B inflam inh, smallest number first.
SMILES | IL-1B inflam inh
CN1CCN(S(=O)(=O)c2cccc(C(=O)NC3(C)CCS(=O)(=O)C3)c2)CC1 (stereo unspecified) | 5
O=C(c1ccccc1)N1CCN(C(=O)c2cc3ccccc3oc2=O)CC1 | 12
CC(C)(C)c1csc(NC(=O)Cn2c(=O)oc3ccccc32)n1 | 15

(list continues)
Each structure is followed by: TGFb SMAD3 inh	MCF10A rereplic	HepG2 viability	IL-1B inflam inh	ATXN viability	A549 tox	ATXN2 expr inh	Nrf2 inh	Nrf2 activator
COc1ccc(S(=O)(=O)Nc2ccc3c(c2)OCO3)cc1Cl
 : -28%	3%	0%	-20	i	-1%	10%	?	5.4%
O=C(COc1ccc([N+](=O)[O-])cc1)Nc1ccc(N2CCCC2)cc1
 : 2%	17%	0%	7	i	2%	-4%	7%	0.1%
COc1ccc(OC)c(-c2nnc3n(Cc4ccc(C)cc4)c(=O)c4ccccc4n23)c1
 : -1%	nt	-3%	nt	i	6%	-4%	9%	0.1%
CN(C)/C=C1\C(=O)N(c2ccc(Cl)c(Cl)c2)CS1(=O)=O
 : -11%	-5%	6%	-15	i	-1%	-3%[11.3 µM]	?	0.2%
O=C1NC(c2ccccc2)CCC1(Cl)Cl (stereo unspecified)
 : 15%	1%	1%	16	i	0%	-25%	-4%	0.4%
CN(C)/C=C1/Sc2ccccc2C1=O
 : -4%	11%	2%	20	i	-18%	7%	7%	10%
COc1ccc(Br)cc1C(=O)Nc1cccc2ncccc12
 : 5%	7%	13%	-26	i	1%	nt	-7%	20%
Cc1ccc(Nc2nc(-c3sc(N)nc3C)cs2)cc1
 : ?	-5%	-11%	-20	i	0%	nt	?	24%
O=C(c1ccccc1)c1ccc2nc(N3CCN(C(=O)c4ccco4)CC3)c3nncn3c2c1
 : 22%	4%	2%	-20	i	1%	-17%	-19%	2.7%
COCCNC(=O)C1(C)CCCN(C(=O)c2ccc(-c3ccccc3)cc2)C1 (stereo unspecified)
 : 0%	nt	-1%	23	i	nt	5%	nt	0.4%
Nn1cc(-c2ccccc2)nc1SCC(=O)Nc1cccc(S(N)(=O)=O)c1
 : -4%	-7%	5%	4	i	6%	1%	-4%	-0.8%
CCOC(=O)C1CCCN(C(=O)c2cc(-c3ccc(C)cc3)on2)C1 (stereo unspecified)
 : -31%	2%	-5%	-21	i	1%	-39%	?	-2.3%
COc1ccc(OC)c(NC(=O)[C@H](CSCc2ccccc2)N2Cc3ccccc3C2=O)c1
 : -14%	nt	-19%	nt	i	-18%	-5%	?	3.7%
Cc1cccc(CN2CCc3c(OCC(=O)N4CCCc5ccccc54)cccc3C2=O)c1
 : ?	?	-18%	?	i	?	-27%	?	5.5%
O=C(NNc1c(Cl)cncc1Cl)c1sccc1Cl
 : -2%	1%	-29%	-10	i	1%	17%	-9%	-0.3%
Cc1ccc(CC#N)c(-c2c(CC#N)ccc(C)c2C)c1C
 : -3%	nt	4%	21	i	nt	nt	nt	-0.4%
CC(C)(C)n1nnnc1C(c1cccs1)N(Cc1ccccc1)Cc1ccco1 (stereo unspecified)
 : ?	?	-2%	-20	i	-9%	-21%	21µM*	9.0%
O=C1NC(=O)/C(=C\c2ccc(OCc3cnc(Cl)s3)cc2)S1
 : -4%	?	-4%	-4	i	-10%	56%	13%	0.3%
COc1ccccc1CNc1ccc(N2CCOCC2)c(C(=O)O)c1
 : -9%	0%	-9%	-11	nt	1%	nt	17%	0.2%
NC(=O)c1ncc(C(F)(F)F)cc1Oc1cccnc1
 : 0%	3%	0%	-12	i	5%	-15%	19%	0.0%

Each structure is followed by: TGFb SMAD3 inh	MCF10A rereplic	HepG2 viability	IL-1B inflam inh	ATXN viability	A549 tox	ATXN2 expr inh	Nrf2 inh	Nrf2 activator
CCc1ccc(OC(C)C(=O)Nc2ccccc2C(=O)N2CCOCC2)cc1 (stereo unspecified)
 : -11%	6%	4%	0	i	-5%	-11%	-26%	-0.1%
CC1(C(=O)NS(=O)(=O)c2ccccc2)CCN1C(=O)c1ccc(C2CCCCC2)cc1 (stereo unspecified)
 : 16%	nt	-12%	32	i	nt	1%	nt	-1.2%[9.22 µM]
CCOc1ccc2nc(NC(=O)C34CC5CC(CC(NC(C)=O)(C5)C3)C4)sc2c1
 : 2%	15%	-36%	i	i	-9%	13%	-30%	3.3%
N#Cc1c(-c2ccco2)c2c([nH]c1=S)CCCC2
 : -7%	-3%	0%	0	i	6%	3%	?	-0.1%
COc1cc(OC)c(OC)cc1/C=C1/Cc2ccccc2C1=O
 : 29%	-1%	10%	-7	i	16%	nt	3%	5.6µM*
CCCCCC(=O)Cc1cc(O)cc2c1C(=O)Oc1cc(O)c(C(=O)O)c(CCCCC)c1O2
 : ?	-11%	-43%	-3	?	-2%	14%	1%	-0.1%
O=C(c1cc(-c2cccc(Cl)c2)on1)N1CCCC1
 : -36%	2%	-28%	-12	i	-4%	31%[activator]	?	21%
NC(=O)c1ccc2c(=O)n3c(-c4cccs4)csc3nc2c1
 : ?	-24%	-19%	-5	i	-2%	39%[activator]	5%	4.3%
O=C(NCc1ccccc1)c1cccc2c(-c3ccc(F)c(F)c3)coc12
 : ?	nt	-19%	-18	i	nt	8%	nt	6.8%
COc1cccc(CCNC(=O)Cn2c(-c3cccs3)cc3ccccc32)c1
 : ?	nt	-38%	nt	?	-9%	-11%	-22%	0.4%
Cc1ccn2cc(C34CC5CC(CC(C5)C3)C4)nc2c1
 : 5%	?	-20%	-23	i	0%	3%	?	3.7%
CCOC(=O)c1c(CSc2ccc(C)cc2)n(C)c2cc(Br)c(O)c(CN(C)C)c12
 : ?	?	-52%	0	?	0%	-38%	-12%	9.0%
CCN1C(=O)/C(=C2/Sc3ccccc3N2CC)S/C1=N\c1ncn[nH]1
 : 18%	?	-18%	-55*	nt	?	?	?	0.1%
COc1ccc2c(c1)cc(C(=O)N[C@H](C(=O)N1CCC[C@H]1C(=O)O)C(C)C)n2C
 : -9%	-7%	2%	-15	i	0%	1%	7%	-0.6%
O=C(COC(=O)c1ccc2c(c1)S(=O)(=O)c1ccccc1C2=O)NC1CC1
 : -2%	4%	2%	4	i	5%	1%	-5%	-0.7%
O=C(O)CC(NC(=O)C12CC3CC(CC(C3)C1)C2)c1cccc(Cl)c1 (stereo unspecified)
 : -3%	17%	-4%	18	i	-6%	nt	-1%	0.2%
CCOC(=O)c1ccc(NC(=O)CC2COc3ccccc3O2)cc1 (stereo unspecified)
 : 1%	4%	1%	3	i	9%	8%	nt	-0.2%
